Compound activity as filed in PubChem BioAssay.
NFkB SMM: binders of human NF-kappa-B p105 | 1.3% of 17,000 active | calls only | P19838 | AID 624139 | Small molecule microarray, anti-His fluorescence binding;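 active means spot fluorescence over background significantly raised, with a chance value under 7% in all four replicate spots of the compound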;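 further: probe protein is his-tagged human p50 processed subunit at 1 µg/ml; raw spot fluorescence signals with no normalization applied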
Calls only; i = inactive. These rows are one share of the data; count on the stated rates, not on these rows.

CC(=O)c1ccc(S(=O)(=O)NC(=O)NC2CCCCC2)cc1
  NFkB SMM: i

CC(=O)C1C(=O)C2C3c4c[nH]c5cccc(c45)CC3C(C)(C)N2C1=O (stereo unspecified)
  NFkB SMM: i

CN1CCOC(c2ccccc2)c2ccccc2C1 (stereo unspecified)
  NFkB SMM: i

Cc1cc(Cn2cnc3c2CC(C(=O)O)N(C(=O)C(c2ccccc2)c2ccccc2)C3)ccc1N(C)C (stereo unspecified)
  NFkB SMM: i

COc1cc2ncnc(Nc3cccc(O)c3)c2cc1OC
  NFkB SMM: i

CCCNC(C)C(=O)Nc1c(C)csc1C(=O)OC (stereo unspecified)
  NFkB SMM: i

C[C@]12CCC(=O)C=C1CC[C@@H]1C2CC[C@@]2(C)C1CC[C@@H]2C(=O)CO (stereo partly specified)
  NFkB SMM: i

C[C@@H]1CC[C@]2(C(=O)O[C@@H]3O[C@H](CO[C@@H]4O[C@H](CO)[C@@H](O[C@@H]5O[C@@H](C)[C@H](O)[C@@H](O)[C@H]5O)[C@H](O)[C@H]4O)[C@@H](O)[C@H](O)[C@H]3O)CC[C@]3(C)C(=CCC4[C@@]5(C)C[C@@H](O)[C@H](O)[C@@](C)(CO)C5CC[C@]43C)C2[C@H]1C (stereo partly specified)
  NFkB SMM: i

COc1ccc(S(=O)(=O)N2c3ccc(Cl)cc3[C@](O)(c3ccccc3Cl)[C@@H]2C(=O)N2CCC[C@H]2C(N)=O)cc1OC
  NFkB SMM: i

COc1c(O)c2c(=O)cc3c4c5c(cc(=O)c6c(O)c(OC)c(CC(C)O)c(c(c1CC(C)O)c24)c65)OCO3 (stereo unspecified)
  NFkB SMM: i

CC(C)C1C(=O)N(S(C)(=O)=O)[C@@H]2CCN(C(=O)/C=C/CN3CCCCC3)[C@@H]12 (stereo partly specified)
  NFkB SMM: i
